Bioassay records (PubChem BioAssay)
ssDAF12 agonist – S. stercoralis DAF-12 nuclear receptor activators, primary screen, cell-based, luminescence, HEK293, GRIP1 co-expression, lit1-tk-luc | Nuclear hormone receptor DAF-12 (Strongyloides stercoralis) | HEK293 ssDAF-12/GRIP1 lit1-tk-luc reporter; % of 3 µM dafachronic acid response | activation, % at 6.8 µM | actives 1% (n = 370,000);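 active means activation above the mean over all tested compounds plus 3 SD, cut at about 0.9% in these data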;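 further: 0% = DMSO-only wells and 100% = 3 µM delta7-dafachronic acid wells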
PG9 binder – binders of HIV-1 gp120 antibody PG9, primary screen, biochemical, TR-FRET. TR-FRET gp120-PG9 antibody binding. inhibition, % at 6.7 µM. actives 0.43% (n = 360,000). AID 624416, 2012; in the data active means inhibition above about 8.5%
DAX1 inh-1 – DAX1 (NR0B1) inhibitors, primary screen, cell-based, HEK293, Gal4-DAX1, luciferase luminescence; Nuclear receptor subfamily 0 group B member 1 (Homo sapiens), P51843; HEK293 Gal4-DAX1 luciferase reporter; inhibition, % at 6.75 µM; actives 0.99% (n = 340,000); AID 504766, 2011;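 active means inhibition above the mean over all tested compounds plus 3 SD, cut at about 4.2% in these data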;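 further: 0% = DAX1-transfected cells with DMSO and 100% = empty-vector control cells with DMSO; inhibition shows as a rise in luminescence from relieved DAX1 repression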
Target sequence (P51843 207-470 limits assumed): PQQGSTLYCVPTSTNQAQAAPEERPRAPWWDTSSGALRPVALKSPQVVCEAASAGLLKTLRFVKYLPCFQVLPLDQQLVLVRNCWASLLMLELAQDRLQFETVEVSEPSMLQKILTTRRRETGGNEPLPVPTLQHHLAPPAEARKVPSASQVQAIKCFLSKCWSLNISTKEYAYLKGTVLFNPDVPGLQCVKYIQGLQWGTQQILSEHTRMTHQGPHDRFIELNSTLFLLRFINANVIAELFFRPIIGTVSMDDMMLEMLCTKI
ADAM17 inh – ADAM17 inhibitors, primary screen, biochemical, QFRET. recombinant ADAM17, EDANS/DABCYL FRET peptide cleavage. inhibition, % at 6.95 µM. actives 0.83% (n = 370,000). AID 720648, 2013;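 active means inhibition above the mean of compounds lying between control limits plus 3 SD, set per campaign, cut at about 8.5% in these data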;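 further: 0% = DMSO-only wells as the low control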
hgDAF-12 ag – H. glycines DAF-12 receptor agonists, primary screen, cell-based, luminescence, HEK293, GAL4 fusion, UAS-luciferase; Nuclear hormone receptor DAF-12 (Heterodera glycines), GAL4 fusion; HEK293 GAL4-hgDAF12 UAS-luciferase reporter, agonist luminescence; normalized to butyrate control; activation, % at 6.8 µM; actives 1.8% (n = 370,000); AID 687014, 2013;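 active means activation above a cutoff set at the mean of all screened compounds plus 3 SD, cut at about 10% in these data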;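 further: 0% = DMSO wells and 100% = sodium butyrate wells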
ADAM10 inh – human ADAM10 inhibitors, primary screen, biochemical, QFRET, HTS; recombinant ADAM10, EDANS/DABCYL FRET peptide cleavage, 3 h; inhibition, % at 7 µM; actives 0.62% (n = 370,000);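 active means inhibition above a per-campaign cutoff equal to the mean of compounds falling between control-based bounds plus 3 SD, cut at about 20% in these data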;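 further: 0% = DMSO wells while the 100% control is not disclosed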
Target sequence (O14672 214-748 limits assumed): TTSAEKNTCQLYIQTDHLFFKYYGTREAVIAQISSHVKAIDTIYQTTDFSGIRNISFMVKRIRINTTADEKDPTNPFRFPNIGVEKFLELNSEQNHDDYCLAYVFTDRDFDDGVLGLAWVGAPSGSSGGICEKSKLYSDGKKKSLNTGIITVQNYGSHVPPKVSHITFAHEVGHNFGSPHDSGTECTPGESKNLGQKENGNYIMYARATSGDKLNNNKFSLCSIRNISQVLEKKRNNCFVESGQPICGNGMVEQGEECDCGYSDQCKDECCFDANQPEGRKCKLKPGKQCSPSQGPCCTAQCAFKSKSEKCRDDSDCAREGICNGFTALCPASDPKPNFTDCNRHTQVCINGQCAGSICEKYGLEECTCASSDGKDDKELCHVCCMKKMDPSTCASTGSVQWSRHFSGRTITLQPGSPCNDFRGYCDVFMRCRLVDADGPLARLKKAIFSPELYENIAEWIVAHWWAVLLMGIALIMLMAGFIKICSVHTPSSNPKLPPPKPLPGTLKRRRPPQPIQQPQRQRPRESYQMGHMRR
NPR1 activator – GC-A stimulated cGMP production enhancers – HEK293 GC-A cells, cGMP TR-FRET, EC30 ANP, primary screen; activation, % at 10 µM; AID 1671463, 2021; actives 0.14% (n = 370,000); 0% at EC30 ANP, 100% saturating ANP; in the data active means activation above about 40%
SMARCA2 activ – SMARCA2 (BRM) function activators, primary screen, cell-based, luminescence, high throughput; AID 652017, 2013; actives 1% (n = 370,000); MG213 cells, MMTV-luciferase reporter, dexamethasone, overnight; activation, % at 9.1 µM; in the data active means activation above about 7.8%;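 further: 0% = vehicle wells and 100% = reference activator wells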
DAX1 inh-2 – DAX1 (NR0B1) inhibitors on StAR promoter, primary screen, cell-based, luminescence, SF-1 (NR5A1), full-length DAX-1 | AID 652010, 2013 | actives 1.1% (n = 370,000) | HEK293T StAR-luciferase reporter, SF-1/DAX-1 repression relief | inhibition, % at 6.8 µM;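 active means inhibition above the mean over all tested compounds plus 3 SD, cut at about 3.6% in these data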;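 further: 0% = DAX-1 cells with DMSO and 100% = cells lacking DAX-1 with DMSO; higher inhibition means more luminescence from relief of DAX-1 repression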
hcDAF12 agonist – H. contortus DAF-12 nuclear receptor activators, primary screen, cell-based, luminescence, HEK293, lit1-tk-luc reporter; HEK293 hcDAF-12 lit1-tk-luc reporter; 0% DMSO, 100% Δ7-dafachronic acid; activation, % at 6.8 µM; actives 1.4% (n = 370,000); AID 652067, 2013;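 active means activation above the mean of all tested compounds plus 3 SD, cut at about 5.5% in these data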;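 further: 100% = response to 3 µM Δ7-dafachronic acid high control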
FXN GAA850 act – FXN promoter activators, primary screen, cell-based, luciferase luminescence, HEK293 lucGAA850; HEK293 lucGAA850 FXN promoter luciferase reporter, 24 h; percent of 10 µM SAHA response; activation, % at 6 µM; actives 0.56% (n = 360,000);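 active means activation above the average of all compounds screened plus 3 SD, cutoff fixed separately per campaign, cut at about 7.5% in these data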;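 further: 0% = DMSO wells and 100% = 10 µM SAHA wells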
The depositor's hits bear a star; . = no result given. Rows are unselected. About 6.8% of those tested had a hit in this group.

SMILES | ssDAF12 agonist | PG9 binder | DAX1 inh-1 | ADAM17 inh | hgDAF-12 ag | ADAM10 inh | NPR1 activator | SMARCA2 activ | DAX1 inh-2 | hcDAF12 agonist | FXN GAA850 act
CN1C(=O)CSC1=S | -1.2 | -2.2 | 1.2 | -5 | 0.6 | -10 | 0 | -1 | 1.3 | -2.7 | 1.2
O=C(O/N=C/c1ccc(Cl)cc1)C1CCCCC1 | -0.8 | -0.8 | -0.2 | 1 | -2.0 | 10 | 7 | 5 | 0.1 | -1.4 | 2.1
O=[N+]([O-])c1ccc(NCCCNS(=O)(=O)c2ccccc2)cc1 | -0.3 | -0.8 | -1.8 | 3 | 0.5 | -1 | 2 | -6 | -0.6 | 0.3 | -2.6
COc1ccc(NC(=O)CCc2ccccc2)cc1S(=O)(=O)N1CCCCC1 | -2.3 | -0.5 | -0.5 | -5 | -2.9 | -5 | -1 | -4 | -3.0 | -2.9 | -0.4
CCc1cccc(NC(=O)Cn2cccc2)c1 | -1.3 | -1.7 | 0.1 | -4 | 1.5 | 0 | 0 | 2 | -0.7 | -1.2 | 1.8
O=C(COC(=O)CNS(=O)(=O)c1ccc(Br)cc1Cl)NCCc1ccccc1 | 1.4* | -0.9 | -0.3 | -6 | 2.0 | -12 | -1 | -3 | -4.0 | 2.3 | -0.6
COc1cc2nc(Nc3ccc(C)c(Cl)c3)nc(N)c2cc1OC | -1.3 | -2.6 | -0.4 | -24 | 1.0 | -42 | -48 | 9.5* | 0.3 | -0.7 | -3.0
CC(=O)Nc1cccc(C(=O)OCc2ccc([N+](=O)[O-])cc2)c1 | -1.2 | -2.6 | 1.6 | 6 | 2.9 | 9 | -8 | -3 | -0.5 | -1.9 | 2.6
Cc1ccc(CNC(=O)c2c(C)cc(=O)oc2C)cc1 | -1.3 | -2.8 | -0.8 | 2 | 1.0 | 1 | 1 | -2 | 0.1 | -2.2 | -2.5
COc1cc(/C=N/N2C(=O)CSC2=S)cc(Br)c1O | -1.9 | -5.2 | 2.0 | -344 | -0.3 | -8 | -1 | -3 | -0.1 | -0.4 | -1.2
O=c1[nH][nH]c2c1[C@H](c1ccc(F)cc1)O[C@H](C1CCCCC1)C2 | -0.6 | -0.1 | . | 1 | -0.6 | 8 | -1 | -1 | -1.8 | -0.8 | .
O=C(NCCCN1CCOCC1)c1cc(-c2ccc(Br)cc2)nc2ccccc12 | -1.8 | 0.4 | 0.2 | -15 | 4.5 | -53 | 4 | -1 | 0.0 | 1.3 | 0.3
COc1ccc(N(CC(=O)N2CCCC2)S(C)(=O)=O)cc1 | -0.8 | -3.4 | 2.9 | 1 | -0.9 | 2 | -2 | -2 | 0.0 | -1.5 | 0.9
Cc1cc(C(=O)COC(=O)c2ccc(NC(=O)CC#N)cc2)c(C)n1CCc1ccc(F)cc1 | -0.3 | -1.1 | 1.0 | 1 | 0.1 | -21 | 2 | -3 | -1.9 | 1.0 | 1.7
O=Cc1ccc(-c2ccccc2C(=O)O)o1 | -1.3 | -1.1 | -0.4 | -11 | 0.6 | -20 | -2 | -1 | 0.0 | -0.3 | -1.9
Cn1c(SCc2cccc3ccccc23)nnc1-c1ccco1 | -1.5 | 0.1 | 0.0 | 1 | -2.2 | 1 | -5 | 2 | -0.1 | -2.3 | 0.7
CCOC(=O)Cn1c(=O)oc2cc(S(=O)(=O)N3CCN(c4ccccn4)CC3)ccc21 | -1.3 | -0.7 | -0.1 | -3 | 0.5 | -12 | 5 | 0 | 1.4 | -0.9 | -0.1
CSc1nnc(-c2ccc(O)cc2)n1C | -1.6 | 1.2 | 0.3 | -6 | 1.9 | -4 | -5 | -5 | 0.4 | -1.4 | 2.1
O=C(c1ccc(Br)o1)N(c1ccccn1)C1CCCCC1 | -1.4 | 0.4 | 0.0 | -2 | 2.2 | -4 | -3 | -1 | -0.3 | -2.0 | 6.5
C[C@H]1COc2cc(NCCO)ccc2S(=O)(=O)N1 | -0.7 | -0.3 | . | -3 | 2.2 | -6 | -1 | -3 | -0.6 | 0.5 | .
COc1ccccc1-c1nc(S(=O)(=O)c2ccc(Cl)cc2)c(N(C)C)o1 | -1.5 | -0.1 | 1.4 | -3 | 5.0 | -4 | -1 | -1 | 0.0 | -1.3 | 1.0
Cc1cc(-c2n[nH]c(=S)n2Cc2ccco2)nn1C | -1.6 | -0.1 | -1.1 | -5 | 0.4 | -4 | 6 | -2 | 0.4 | -3.2 | 2.1
O=C(COC(=O)c1ccccc1Oc1ccccc1)NC1CCS(=O)(=O)C1 (stereo not given) | -1.2 | 2.3 | -0.6 | 0 | 2.4 | -1 | -2 | 1 | -0.1 | 0.1 | 3.2
Cc1cc(C)cc(N(C(=O)C2CCCC2)C2C=CS(=O)(=O)C2)c1 (stereo not given) | -1.6 | 1.0 | 0.3 | -2 | 1.4 | -1 | -29 | -1 | 0.6 | -0.1 | -4.5
COc1ccc(/C=N/NC(=O)c2cc(O)c(O)c(O)c2)cc1Cn1cc([N+](=O)[O-])cn1 | -1.3 | -5.0 | 1.5 | 3 | -2.2 | 2 | 2 | -1 | 0.2 | -0.4 | 0.3
CCN1CCN(C(=O)c2nn(-c3ccccc3)c(=O)c3ccccc23)CC1 | -0.8 | 0.0 | 1.0 | -3 | -1.2 | 6 | -2 | -3 | -0.7 | -1.5 | -0.9
CN(C)CCCN(C(=O)c1ccc(S(=O)(=O)N(C)C2CCCCC2)cc1)c1nc2ccc(F)cc2s1 | -0.7 | -2.4 | 0.9 | -2 | 0.7 | -9 | -5 | -2 | 1.8 | -1.1 | -1.2
O=c1c(-c2cccc3ccccc23)[n+]([O-])c2ccccc2n1O | -0.1 | -2.3 | -1.7 | -27 | 2.9 | -84 | -4 | 5 | -0.8 | 7.3* | -0.6
COc1ccc(-c2ccc(=O)n(Cc3ccccc3)n2)cc1 | -2.1 | -0.8 | -0.5 | -16 | 0.8 | -34 | 7 | -2 | -0.4 | -1.6 | 3.5
COC(=O)C1Sc2[nH]c(=O)sc2C2c3ccccc3OC(=O)C12 (stereo not given) | -1.1 | -2.3 | 0.5 | -1 | -1.0 | -12 | 5 | -4 | -0.5 | -1.8 | 0.6
Cc1nccn1CC(O)COc1ccc(Cl)cc1Cl (stereo not given) | -2.1 | -2.4 | -0.3 | -1 | -3.4 | 3 | 4 | 0 | -0.2 | -3.7 | 1.1
Cn1nccc1C(=O)N1CCN(c2cccc(C(F)(F)F)c2)CC1 | -1.3 | -2.8 | -0.5 | 0 | 0.3 | -12 | 0 | 0 | -0.7 | -2.2 | 1.8
C=CCc1cccc2cc(C(=O)N3CCN(C(=O)c4ccccc4)CC3)c(=O)oc12 | -0.7 | -2.5 | -0.7 | -9 | 0.7 | -4 | 5 | 1 | -0.1 | -1.7 | 0.0
CC1=CC(=O)C(C(C)C)=C/C1=N\OC(=O)c1cccc2nc(C)oc12 | 0.0 | -2.8 | 1.2 | -24 | -1.7 | -94 | 4 | -2 | -0.3 | 5.7* | 1.1
O=[N+]([O-])c1cc(S(=O)(=O)N2CCCC2)ccc1N/N=C1/CCCc2ccccc21 | -0.6 | 0.2 | 0.0 | 2 | -1.5 | 0 | -2 | -2 | 0.6 | -0.6 | -0.5
NC1CCN(c2c(F)cc3c(=O)c(C(=O)O)cn(C4CC4)c3c2Cl)C1 (stereo not given) | -0.7 | -0.4 | -0.1 | -5 | 0.6 | -14 | 4 | 1 | -0.2 | -0.7 | 0.4
CCOc1cc2[nH]c(=O)n(CCC(=O)NCCc3ccccc3)c(=O)c2cc1OCC | -1.1 | -1.9 | -1.8 | -1 | -0.4 | -6 | -3 | -1 | -0.3 | -1.5 | 0.5
CCC(C(=O)NC1CCCC1)N(C(=O)Cn1nnc(-c2ccc(C)o2)n1)c1cccc(OC)c1 (stereo not given) | -1.0 | -1.6 | 0.8 | 0 | -0.9 | 1 | -5 | -4 | 0.1 | 0.3 | 0.5
Cc1cccc(Nc2nc(N)nc(CN3CCN(C)CC3)n2)c1 | -1.4 | 0.1 | 0.7 | 2 | 0.0 | 1 | 5 | -1 | -0.7 | -1.1 | -0.1
CN1CCN(S(=O)(=O)c2ccc(NC(=S)NC(=O)C3CCCC3)cc2)CC1 | -1.2 | -2.5 | -0.8 | -6 | -4.1 | -3 | 3 | -3 | -0.6 | -1.5 | -0.2

Part of the list above, as comma-separated lines:
mol,ssDAF12 agonist,PG9 binder,DAX1 inh-1,ADAM17 inh,hgDAF-12 ag,ADAM10 inh,NPR1 activator,SMARCA2 activ,DAX1 inh-2,hcDAF12 agonist,FXN GAA850 act
COC(=O)C1Sc2[nH]c(=O)sc2C2c3ccccc3OC(=O)C12 (stereo not given),-1.1,-2.3,0.5,-1,-1.0,-12,5,-4,-0.5,-1.8,0.6
Cc1nccn1CC(O)COc1ccc(Cl)cc1Cl (stereo not given),-2.1,-2.4,-0.3,-1,-3.4,3,4,0,-0.2,-3.7,1.1
Cn1nccc1C(=O)N1CCN(c2cccc(C(F)(F)F)c2)CC1,-1.3,-2.8,-0.5,0,0.3,-12,0,0,-0.7,-2.2,1.8

Later entries:
SMILES | ssDAF12 agonist | PG9 binder | DAX1 inh-1 | ADAM17 inh | hgDAF-12 ag | ADAM10 inh | NPR1 activator | SMARCA2 activ | DAX1 inh-2 | hcDAF12 agonist | FXN GAA850 act
O=C1CCN(Cc2ccccc2)C=C1c1ccc2ccccc2c1 | 1.0* | -1.2 | 3.5 | 0 | 11* | 6 | 0 | 8 | 2.4 | 9.4* | 2.8
COc1ccc(F)cc1-c1cc(C(=O)NCc2cc(C(F)(F)F)cc(C(F)(F)F)c2)[nH]n1 | -1.6 | -1.7 | . | 12* | -0.2 | 6 | 0 | -3 | -0.4 | -1.1 | -2.1
C/C(=N/NC(=O)c1ccc(Cn2cccn2)o1)c1cccc(NC(=O)c2ccncc2)c1 | -1.3 | -1.5 | -1.3 | -1 | 2.5 | 0 | -2 | 4 | 1.8 | 0.1 | 1.4
CCOc1nc(-c2ccccc2O)nc2ccccc12 | -1.3 | 0.6 | -0.1 | -7 | 2.0 | -16 | -6 | 2 | 0.3 | 0.8 | 1.1

Printed as active in ADAM17 inh, among the entries above:
| Molecule | ssDAF12 agonist | PG9 binder | DAX1 inh-1 | ADAM17 inh | ADAM10 inh | NPR1 activator | SMARCA2 activ | DAX1 inh-2 | hcDAF12 agonist | FXN GAA850 act |
| --- | --- | --- | --- | --- | --- | --- | --- | --- | --- | --- |
| COc1ccc(F)cc1-c1cc(C(=O)NCc2cc(C(F)(F)F)cc(C(F)(F)F)c2)[nH]n1 | -1.6 | -1.7 | . | 12* | 6 | 0 | -3 | -0.4 | -1.1 | -2.1 |
